Screening data (PubChem BioAssay)
GLP1R cytotox – qHTS of GLP-1 Receptor Inverse Agonists: Cytotox Screen; Potency, µM (series often up to 38.3 µM), inactives show at the top dose activity change, negative = inhibition, most hits filed as inhibitors; 410,000 tested, 0.13% active; HEK293 cAMP-luciferase reporter cells, luminescence, 24 h;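 note: loss of luciferase light is scored as toxicity; potency is the fitted concentration of half-maximal effect; % is set by controls: 0 for no effect and ±100 for the full control effect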
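Seeding density was 200 cells/uL; after overnight-length (12 h) culture, 23 nL compounds went on for 24 h at 37 °C. Readout used a luciferase detection reagent, luminescence taken after 12 min at room temperature.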
MCF10A rereplic – A quantitative high throughput screen for small molecules that induce DNA re-replication in MCF 10a normal breast cells. Potency, µM (doses to about 46.1 µM), for the others: at the highest dose activity, positive = re-replication, actives largely listed as activators. AID 624296, 2012. MCF 10A DNA re-replication, Hoechst nuclear intensity, 48 h. 350,000 tested, 2.9% active; note: potency is the fitted concentration of half-maximal effect; % of control where 0% means no effect; nearly all actives have a fitted effect of over 50% in size
SW480 rereplic – A quantitative high throughput screen for small molecules that induce DNA re-replication in SW480 colon adenocarcinoma cells | Potency, µM (top dose mostly 46.1 µM), for inactives: top-dose re-replication activation, actives largely listed as activators | 340,000 tested, 1.8% active | SW480 DNA re-replication, Hoechst DNA content imaging, 48 h | AID 624297, 2012; note: potency is the fitted concentration of half-maximal effect; % of control where 0% means no effect; nearly all actives have a fitted effect of over 55% in size
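Cells (250 per well) received 23 nL compound or DMSO by pin tool and were kept 48 hr at 37 C, 5% CO2. Nuclei were then stained with Hoechst for 40 min and scanned for DNA content.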
IL-1B inflam inh – qHTS for Inhibitors of Inflammasome Signaling: IL-1-beta AlphaLISA Primary Screen; THP-1 LPS/ATP IL-1B secretion, AlphaLISA, 16 h; hits give low values; activity change, % at 57.5 µM; 360,000 tested, 4.7% active; AID 743279, 2014; in the data active = activity change below about -50%; inconclusive = mostly about -30% to -49%; note: % is set by controls: 0 for no effect and ±100 for the full control effect
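THP-1 cells pretreated 1 hr with compounds (up to 57.5 uM final), then stimulated with LPS (250 ng/mL final) plus ATP (1.25 mM final); secreted IL-1B measured by AlphaLISA after 16 hr, decreased signal indicating inhibition.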
KB-V1 MDR tox – qHTS assay for MDR1-selective chemotherapeutics: Primary screen using the drug-selected MDR subline cells KB-V1; KB-V1 MDR cells viability, CellTiter-Glo, 72 h; Potency, µM (titrated, usually from 46.1 µM), without a hit: at the highest dose activity change, negative = cytotoxicity, usual class: cytotoxic; 400,000 tested, 3.4% active; AID 1347076, 2019; note: potency is the fitted concentration of half-maximal effect; % is set by controls: 0 for no effect and ±100 for the full control effect; nearly all actives have a fitted effect of over 60% in size
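Drug-selected KB-V1 cells, grown in DMEM lacking phenol red with 10% FBS, receive compound titrations; after three days at 37 degrees C, surviving cell ATP is quantified by CellTiter-Glo luminescence and responses normalized and curve-fitted.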
HT1080NT lethal – qHTS for induction of synthetic lethality in tumor cells producing 2HG: qHTS for the HT-1080-NT fibrosarcoma cell line. HT-1080-NT fibrosarcoma viability, CellTiter-Glo ATP luminescence, 48 h. Potency, µM (highest dose often 46.1 µM), without a hit: top-dose activity, negative = less viability, actives largely listed as cytotoxic. 360,000 tested, 1.6% active;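 note: NT is the 2HG producing partner of a matched IDH1 knockdown line; potency is the fitted concentration of half-maximal effect; 0% = DMSO-treated cells and -100% = media-only wells without cells; nearly all actives have a fitted effect of over 55% in size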
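A 48-hour cytotoxicity screen used HT-1080-NT cells plated 2 hours before compound delivery. ATP-based CellTiter-Glo luminescence measured viability, normalized to DMSO and no-cell controls.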
HT1080 IDH1KD tx – qHTS for induction of synthetic lethality in tumor cells producing 2HG: qHTS for the HT-1080-IDH1KD cell line; Potency, µM (doses to about 46.1 µM), for inactives: at the highest dose activity, negative = toxicity, actives largely listed as cytotoxic; 360,000 tested, 2% active; HT-1080 IDH1 knockdown viability, ATP luminescence, 48 h;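 note: potency is the fitted concentration of half-maximal effect; 0% = DMSO wells and -100% = cell-free medium wells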
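Using the IDH1-knockdown HT-1080 line run in the same batch and compound series as the NT line, viability after 48 h at 37 °C was determined by CellTiter-Glo luminescence and expressed as % activity.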
KB-3-1 cytotox – qHTS assay for MDR1-selective chemotherapeutics: Primary screen using the parental adenocarcinoma cell KB-3-1 | KB-3-1 viability, CellTiter-Glo ATP luminescence, 72 h | Potency, µM (titrated, usually from 46.1 µM), for the others: at the top dose activity change, negative = cytotoxic, actives largely listed as cytotoxic | 400,000 tested, 1.4% active | AID 1347075, 2019; note: potency is the fitted concentration of half-maximal effect; % is set by controls: 0 for no effect and ±100 for the full control effect; nearly all actives have a fitted effect of over 60% in size
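KB-3-1 cells, DMEM (no phenol red) + 10% FBS; compound by pin transfer, 72 h, 37 °C. Readout: CellTiter-Glo luminescence after 10 min. Data normalized, curve-fitted.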
DRD3 agonist – qHTS of D3 Dopamine Receptor Agonist: qHTS; D(3) dopamine receptor (Homo sapiens), P35462; max activation, %; D3R DiscoveRx beta-arrestin cells, luminescence, 90 min; AID 652048, 2013; 410,000 tested, 0.58% active; in the data active = max activation above about 30%; note: 0% is about no effect; mostly tested at two doses, the higher about 12 µM
Target sequence (P35462 whole entry, looked up): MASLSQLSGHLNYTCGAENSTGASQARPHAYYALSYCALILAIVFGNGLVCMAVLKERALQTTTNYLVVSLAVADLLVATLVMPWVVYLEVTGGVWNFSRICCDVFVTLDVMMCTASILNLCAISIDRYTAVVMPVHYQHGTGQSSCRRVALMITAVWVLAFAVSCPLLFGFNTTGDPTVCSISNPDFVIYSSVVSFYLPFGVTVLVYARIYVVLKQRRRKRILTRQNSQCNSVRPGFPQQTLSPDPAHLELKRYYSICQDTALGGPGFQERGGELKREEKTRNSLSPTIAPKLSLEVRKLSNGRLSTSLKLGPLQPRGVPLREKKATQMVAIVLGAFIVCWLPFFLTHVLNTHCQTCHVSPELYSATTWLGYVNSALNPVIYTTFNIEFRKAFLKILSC
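Cells at 1500/well, incubated overnight, then treated with pinned compounds (dopamine as control) for 90 min at 37 degrees C. DiscoveRx reagent added for 30 - 60 minutes at room temperature; luminescence read.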
* = called active by the depositor; i = inactive; u = inconclusive; x = not tested or not shown; [ ] = another dose, or the depositor's remark. Unless noted, calls come from the whole dose curve; as a rule, active = well fitted curve in the direction sought with a large enough effect; inconclusive = small, poorly fitted or top-dose-only effect, or another doubt; inactive = no such curve, though single readings can be large; an effect the other way counts as inactive or inconclusive. An unsorted share of the library; any-hit rate near 11%.

Results follow in this order: GLP1R cytotox, MCF10A rereplic, SW480 rereplic, IL-1B inflam inh, KB-V1 MDR tox, HT1080NT lethal, HT1080 IDH1KD tx, KB-3-1 cytotox, DRD3 agonist
[1] O=C1CCSc2ccc(S(=O)(=O)Nc3cccc(C(F)(F)F)c3)cc2N1
    -0.7%, x, x, x, -25.0%, x, x, u, -2.3
[2] Cc1nn(Cc2ccccc2)c(C)c1NS(=O)(=O)c1ccccc1
    0.6%, 0.4%, 3.0%, 7.0, x, 4.5%, 3.4%, x, -8.0
[3] CC(C)COc1ccc(C(=O)Nc2ccc(SC(F)F)cc2)cc1
    0.4%, 8.1%, 15.6%, 1.8, -6.1%, 0.2%, 1.1%, -17.7%, 3.9
[4] COc1ccc(-c2csc(C3=C(O)CN(CCCN4CCCC4=O)C3=N)n2)cc1OC
    -5.5%[0.307 µM], 13.1%, 11.4%, -2.9, -4.8%, -6.7%, -4.5%, 18.6%, 5.1
[5] COc1cc(OC)c(C(=O)Oc2ccc3c(c2)OCO3)cc1OC
    2.7%, 24.4%, 1.6%, 45.4, -18.5%, 2.3%, -4.7%, 7.2%, 2.0
[6] CCOC(=O)c1c(NC(=O)CCS(=O)(=O)c2ccccc2)sc2c1CC(C)(C)NC2(C)C
    3.3%, 18.4µM*, u, i, u, 2.8%, 21.6%, 10.7%, 0.6
[7] C=CCn1c(-c2ccccc2)nc(=S)c2c1CCCC2
    0.0%, -1.5%, -144.1%[inhibitor], -14.6, -22.6%, 14.6%, 11.7%, 4.7%, -11.7
[8] Cc1nn(Cc2nnc(SCC(=O)Nc3ccc(Cl)cc3)n2C)c(C)c1[N+](=O)[O-]
    -8.3%, -4.1%, -3.2%, -15.9, 0.2%, 0.2%, -7.6%, -0.4%, 0.1
[9] O=C(CC1NCCNC1=O)Nc1cc(Cl)cc(Cl)c1 (stereo unspecified)
    4.5%, u, -4.5%, 3.1, u, 10.5%, 8.6%, 4.1%, -9.0
[10] COc1ccc(NC(=O)COc2ccc(/C=N/NC(=O)c3cccnc3)cc2OC)cc1
    5.3%, 0.1%, -1.8%, -7.1, 0.0%, 2.9%, 0.2%, 0.1%, 0.6
[11] COc1ccc(CC(=O)N(C)Cc2ccc(C(C)(C)C)cc2)cc1S(=O)(=O)N1CCOCC1
    -12.3%, -2.6%, u, 0.0, u, -0.1%, -0.4%, -8.0%, 8.1
[12] CCC(=O)c1ccc(OCC(=O)N(C)CC(=O)Nc2cccc(F)c2)cc1
    3.9%, -4.3%, 2.7%, 20.8, 0.0%, -6.3%, -2.3%, -1.9%, 3.3
[13] COc1ccccc1CNC(=O)C(=O)Nc1nccs1
    8.4%, 17.8%, 0.9%, 19.4, -1.6%, -0.5%, 9.5%, 10.9%, -6.1
[14] Cc1occc1C(=O)NNC(=O)c1ccc(S(=O)(=O)N(C)C)cc1
    -4.2%, -3.4%, -1.9%, 4.5, -10.1%, 1.2%, 5.4%, -0.6%, -8.6
[15] c1cncc(-c2nc3ccccc3s2)c1
    -25.3%, 6.1%, -26.1%, -11.4, 0.0%, -2.0%, 0.1%, -1.5%, -0.8
[16] CCCOC(=O)c1ccc(NC(=O)Oc2ccccc2)cc1
    1.6%, -4.2%, -7.9%, -4.9, -6.4%, -11.7%, -3.1%, 4.6%, -4.9
[17] CCc1ccc(C(=O)CSc2nc(C)cc(=O)[nH]2)cc1
    -6.1%, u, -4.3%, 33.7, 3.6%, -1.7%, 6.0%, 2.0%, -0.7
[18] CCN1CCCc2cc(CN(CCN3CCOCC3)C(=S)Nc3cccc(C)c3)ccc21
    -4.6%, 4.5%, 25.9%, u, -17.0%, -19.4%, -11.5%, u, -20.1
[19] Cc1nc(NC(=O)C2CC2)sc1C(=O)Nc1ccc(Br)cc1
    0.0%, u, 17.2%, 3.9, -4.0%, -16.3%, u, -29.8%, 0.0
[20] Cc1c(C(C)CCCO)oc(=O)c2c1Oc1c(C)c(C(C)C[C@@H](C)O)oc(=O)c1C2 (stereo partly specified)
    -2.8%, -16.4%, -23.4%[9.22 µM], 2.5, 0.0%, 8.3%, 17.3%, 31.4%, 13.7
[21] CC(=O)Nc1ccc(SC[C@H](Cc2ccccc2)N2CC[C@@H](O)CCC2=O)cc1
    -70.4%, -0.1%, 0.5%, -12.8, 4.2%, 9.4%, 8.1%, 12.5%, -8.3
[22] Clc1nc(NC2CCCCC2)c2cn[nH]c2n1
    -5.7%, 17.6%, -12.3%, 49.1, -29.3%, u, u, u, -0.9
[23] CCOC(=O)CC(NC(=O)c1cc2cccc(OC)c2oc1=O)c1ccc(OC)cc1 (stereo unspecified)
    -3.2%, -6.9%, -15.1%, 11.4, 5.2%, 7.7%, -3.8%, -1.0%, 2.1
[24] CCN(CC)CCCn1c2c(c(SCC(=O)Nc3nc(C)cs3)nc1=O)CCC2
    11.3%, 3.2%, 0.5%, -2.1, 29.0%, -6.5%, -12.3%, 4.9%, -10.7
[25] O=C(NNC(=O)c1cc(-c2ccccc2Cl)nc2ccccc12)c1csc(N2CCOCC2)n1
    -11.0%, 0.2%, 1.6%, -9.2, -11.3%, -5.7%, -6.9%, -18.9%, -21.0
[26] CC1Sc2ccc(S(=O)(=O)CCC(=O)Nc3cc(F)ccc3F)cc2NC1=O (stereo unspecified)
    3.0%, 1.2%, -0.6%, 36.5, 28.6%, -7.7%, -8.0%, 18.1%, 2.9
[27] COc1cc(/C=N/n2cnnc2)ccc1OC(=O)c1ccncc1
    4.8%, 10.0%, -9.3%, -13.6, -0.1%, -1.5%, -3.3%, 0.7%, -4.1
[28] O=C(OCc1cccc(Cl)c1)c1cc(S(=O)(=O)N2CCCCC2)ccc1N1CCOCC1
    0.1%, u, 2.1%, 0.0, u, -14.3%, -20.8%, u, -3.5
[29] Cc1cccnc1CN1CCN(C(=O)CCc2nnc(CCc3ccccc3)o2)CC1
    -10.6%, -29.6%, 17.5%[1.84 µM], -6.2, 2.9%, 2.4%, 11.5%, -0.3%, -2.3
[30] O=S(=O)(c1ccc(S(=O)(=O)N(Cc2cccs2)CC2CCCO2)cc1)N1CCCCC1 (stereo unspecified)
    6.1%, u, -1.6%, 41.3, 7.31µM*, 3.8%, -9.0%, -25.8%, 0.7
[31] COc1ccc(N(CC(=O)Nc2ccc3c(c2)OCO3)S(=O)(=O)c2ccc(F)cc2)cc1
    24.2%, 15.3%, 2.5%, 0.0, u, -5.8%, -10.1%, -17.2%, -6.0
[32] CCOC(=O)C1CCN(S(=O)(=O)c2ccc3c(c2)CCCN3C(C)=O)CC1
    -15.0%, -5.1%, -3.8%, 73.2, -24.1%, 1.9%, -5.4%, -4.7%, -3.2
[33] O=C(O)c1ccc2c(c1)C(=O)N(c1cccc(C(=O)/C=C/c3ccccc3)c1)C2=O
    -5.8%, 18.4µM*, 1.6%, -27.3, -2.4%, u, u, 0.9%, -4.3
[34] CCOc1cc(-c2nnc(-c3ccco3)o2)cc(OCC)c1OCC
    3.6%, -0.9%, -11.9%, -14.5, u, 6.9%, 9.4%, -18.5%, 17.2
[35] COc1ccccc1Cn1cc(C(=O)c2ccc(C)cc2)c(=O)c2cc(C)ccc21
    0.9%, x, x, x, -26.4%, x, x, -25.2%, 4.6
[36] O=C1CS/C(=N/N=C/c2c[nH]c3ccccc23)N1
    6.7%, 18.4µM*, 129.3%, x, 3.5%, 14.9%, 18.8%, 14.9%, 1.6
[37] c1ccc(-c2nnc(SCc3nc4ccccc4[nH]3)o2)cc1
    -23.8%, 5.8%, 14.5%, 12.6, 20.6µM*, -0.2%, -5.0%, u, -5.6
[38] NC(=O)CSc1nc(-c2ccccc2)c(-c2ccccc2)o1
    33.0%[activator], 5.8%, 6.8%, 0.8, -1.3%, u, -3.0%[9.24 µM], -5.4%, -11.0
[39] O=C(NCCc1ccc(Cl)cc1)C1CCCO1 (stereo unspecified)
    11.0%, -11.5%, 0.0%, -1.2, 11.3%, 24.4%, 2.6%, 0.1%, -14.4
[40] COC(=O)[C@]1(Cc2ccccc2)N[C@H](c2ccc(-c3ccc(OC)cc3)cc2)[C@@H]2C(=O)N(C)C(=O)[C@@H]21
    0.0%, -6.3%, -5.3%, 9.5, -1.5%, 16.6%, 12.9%, 4.5%, 5.4
[41] CCOC(=O)CSc1nc2ccc(C)cc2cc1C#N
    -7.0%, u, 6.1%, 17.0, 13.2%, 4.2%, 12.7%[9.24 µM], 5.7%, 1.9
[42] CC(C)C(=O)N1CCN(c2ccc(NC(=O)c3cccs3)cc2)CC1
    -10.7%, 2.1%, 2.5%, u, -18.6%, 0.8%, 2.4%, -6.0%, 0.0
[43] CC(=O)Nc1cc2c(cc1NC(=O)Cn1nnc(-c3ccc(C)o3)n1)OCCO2
    -8.8%, -1.7%[9.22 µM], 7.4%, 12.8, 1.4%, 16.1%, 22.4%, 16.7%, 2.2
[44] Cn1c(CSc2ncccn2)nnc1SCC(=O)N1CCCCCC1
    2.7%, 2.1%, 0.5%, -3.6, -1.0%, -1.9%, -3.5%, 14.2%, 3.1
[45] CC1=CC(C)(C)N2C(=O)C3(N=C(N)NC(Nc4ccccc4)=N3)c3cc(C)cc1c32 (stereo unspecified)
    u, u, u, -78.1*, u, u, u, u, -2.7
[46] NS(=O)(=O)c1ccc(NC(=O)N2c3ccccc3Sc3ccccc32)cc1
    -12.6%, u, -9.6%, -12.0, 4.2%, u, 0.0%, -2.0%, 10.7
